Assay outcomes from PubChem.
NCF1 inh: p47phox (human) inhibition | inhibition, % at 24.7 µM | p47phox/p22phox peptide binding, fluorescence polarization, 2 h | 0.53% of 220,000 active;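 active means inhibition above about 30%, limit read from the data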;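 further: 0% = p47phox with labelled peptide and 100% = labelled peptide alone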
Target sequence (P14598 whole entry, looked up): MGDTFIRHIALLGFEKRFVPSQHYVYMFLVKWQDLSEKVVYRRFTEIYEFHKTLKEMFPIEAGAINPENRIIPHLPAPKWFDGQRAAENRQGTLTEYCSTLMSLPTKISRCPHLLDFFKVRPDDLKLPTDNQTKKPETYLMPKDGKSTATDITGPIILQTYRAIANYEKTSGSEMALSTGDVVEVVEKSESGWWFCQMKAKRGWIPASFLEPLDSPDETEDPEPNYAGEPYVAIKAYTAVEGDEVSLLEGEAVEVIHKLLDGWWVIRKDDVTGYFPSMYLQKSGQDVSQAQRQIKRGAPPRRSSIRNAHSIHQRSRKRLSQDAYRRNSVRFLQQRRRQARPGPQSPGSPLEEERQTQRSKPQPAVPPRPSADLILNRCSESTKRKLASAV
Furin inhibitor: human furin inhibition. P09958. purified furin, fluorogenic substrate cleavage. inhibition, % at 30 µM. 0.061% of 220,000 active; in the data active means inhibition above about 25%; further: inactives centre near -15
Tb hexokinase: T. brucei hexokinase 1 inhibition. recombinant TbHK1, G6PDH-coupled NADH A340. inhibition, % at 10 µM. 0.11% of 220,000 active. AID 1430;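 active means inhibition of 50% or more in the single-dose primary screen; inactive means inhibition below 50%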
Runt-SMMHC FRET: blocks binding of human RUNX1 Runt domain to CBFb-SMMHC; Q01196+Q13951; Cerulean-Runt/Venus-CBFb-SMMHC FRET ratio 530/480, 1 h; inhibition, % at 20 µM; 0.74% of 220,000 active; AID 1434;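 active means mean inhibition across duplicate retests at 20 µM reaching about 50%, limit read from the data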;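 further: 0% = DMSO wells and 100% = wells with excess untagged CBFb-SMMHC; inhibitors lower the FRET ratio by blocking Runt binding to CBFb-SMMHC; some results filed as inactive read as strong as hits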
p97 inhibitor: human p97 ATPase inhibition. recombinant p97 ATPase, Kinase-Glo ATP luminescence, 3 h. inhibition, % at 8 µM. 0.42% of 220,000 active. AID 1481; in the data active means inhibition above about 15%;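 further: 0% = DMSO vehicle and 100% = wells lacking enzyme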
EBV gp42 block: EBV gp42 inhibition; Q1HVG2; 0.42% of 220,000 active; inhibition, % (tested at 21.74 µM); Fluorescence polarization binding assay, mP read-out; in the data active means inhibition above about 50%
Target sequence (Q1HVG2 whole entry, looked up): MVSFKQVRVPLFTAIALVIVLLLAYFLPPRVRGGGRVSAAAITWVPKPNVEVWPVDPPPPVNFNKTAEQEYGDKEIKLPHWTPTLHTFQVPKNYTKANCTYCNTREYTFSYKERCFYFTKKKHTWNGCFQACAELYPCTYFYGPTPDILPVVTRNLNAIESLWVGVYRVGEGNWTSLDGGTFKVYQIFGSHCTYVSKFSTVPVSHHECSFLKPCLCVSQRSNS
Calpain2 inh: calpain II (pig) inhibition; purified calpain II, fluorogenic peptide substrate, 30 min; inhibition, % at 16 µM; 0.37% of 220,000 active; AID 1236;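 active means inhibition above about 50%, limit read from the data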
RBBP9 inhibitor: human RBBP9 hydrolase inhibition. O75884. recombinant RBBP9, FP-Rh probe fluorescence polarization. inhibition, % at 7.94 µM. 0.2% of 220,000 active;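 active means inhibition above the campaign mean of all tested compounds plus 3 SD, cut at about 14% in these data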;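 further: plate controls were DMSO wells with RBBP9 for no effect and wells lacking RBBP9 protein for full effect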
Target sequence (O75884 whole entry, looked up): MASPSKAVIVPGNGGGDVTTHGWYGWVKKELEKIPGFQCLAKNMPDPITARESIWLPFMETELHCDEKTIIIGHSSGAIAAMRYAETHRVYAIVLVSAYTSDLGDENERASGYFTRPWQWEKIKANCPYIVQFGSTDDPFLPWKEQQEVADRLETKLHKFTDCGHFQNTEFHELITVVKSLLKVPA
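Measured by – fluorescence polarization · Test system – RBBP9 protein · Input – 2.5 µM RBBP9 dispensing solution, before mixing · Measure – percent inhibition from mP, scaled between DMSO and no-protein wells · Benchmarks – DMSO-treated enzyme wells and wells lacking RBBP9 · Times – preincubation 30 min plus labeling 45 min at 25 °C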
Runt-CBFb FRET: inhibitors of human RUNX1 Runt domain binding to CBFb; 0.46% of 220,000 active; Q01196+Q13951; AID 1496; Cerulean-Runt/Venus-CBFb FRET ratio 530/480, 1 h; inhibition, % at 20 µM;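 active means inhibition over about 50% at 20 µM in the single-dose screen, limit read from the data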;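 further: 0% = DMSO wells and 100% = excess unlabeled CBFb competitor control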
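Assay system: Cerulean-tagged RUNX1 Runt domain (FRET donor) fusion protein / Amount: 100 nM each of Venus-CBFb and Cerulean-Runt domain / Medium: Tris buffer pH 7.5 with salts and BSA / Also added: Venus-CBFb 100 nM / Schedule: 1 h complex formation plus 1 h compound treatment, room temperature / Signal: FRET fluorescence / Read-out: loss of energy transfer signal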
* = called active by the depositor; nt = no result given; [ ] = dose if it differs, or a comment. The order is random; any-hit rate near 2.7%.

SMILES | NCF1 inh | Furin inhibitor | Tb hexokinase | Runt-SMMHC FRET | p97 inhibitor | EBV gp42 block | Calpain2 inh | RBBP9 inhibitor | Runt-CBFb FRET
CC(C)Cc1cc(C(=O)NCc2cccnc2)no1 | -16 | -24 | -3 | -2 | -3 | 4 | -41 | -7 | 3
COC(=O)c1sccc1-c1ccc(C(=O)Nc2cccnc2)o1 | 3 | -3[20 µM] | -40 | 1 | -2 | -17 | 14 | -6 | 0
COc1cc(C2SCC(=O)N2CCN2CCCCC2)ccc1O (stereo not given) | -1 | -9 | 6 | -1 | -3 | 9 | 13 | -2 | 1
CC(=O)Nc1sc(N/N=C/c2ccc(C)cc2)nc1-c1ccc(C)cc1 | -7 | -8 | -12 | -4 | 6 | -9 | -20 | -6 | 4
CC(C)c1ccc(NC(=O)NC2CCCCC2)cc1 | -1 | -18[20 µM] | 4 | 0 | 0 | -7 | -4 | -5 | -1
COc1ccc2c(c1)NC(=O)CC(c1ccccc1)=N2 | -7 | -17[20 µM] | -25 | -9 | 4 | 17 | -10 | -6 | 0
O=C(Nc1c2c(nn1-c1ccc(F)cc1)CS(=O)C2)c1ccc(S(=O)(=O)N2CCOCC2)cc1 (stereo not given) | 1 | -28 | -2 | -1 | 7 | -15 | -38 | -1 | 0
COc1ccccc1C(=O)OCCCN=C1NS(=O)(=O)c2ccccc21 | 2 | -15 | -1 | -1 | -1 | 5 | -11 | -3 | 0
CC(C)c1ccc(NC(=O)c2ccc(Br)o2)cc1 | 2 | -15[20 µM] | 6 | 1 | -2 | 0 | 27 | 1 | -5
Cc1cccc(C(=O)NNC(=O)c2ccc(F)cc2)c1 | 1 | -13 | -2 | 0 | -2 | 1 | 24 | -12 | 2
CC(=O)NCCNC(=O)c1ccc(CSc2ccc(Cl)cc2)cc1 | -3 | -22 | -2 | -1 | 4 | -14 | 2 | -2 | 2
CCCn1c(SCC(=O)NCc2ccc(OC)cc2)n[nH]c1=O | 0 | -20 | 5 | 0 | -3 | -11 | 29 | -6 | 0
CCOC(=O)Cc1csc(N/C(=N/S(=O)(=O)c2ccc(Cl)cc2)c2ccccc2)n1 | -7 | -20 | 7 | -2 | -3 | 18 | -16 | -5 | -4
CC(C(=O)O)c1ccc(N2Cc3ccccc3C2=O)cc1 (stereo not given) | -4 | -18 | -1 | 2 | 1 | 0 | -10 | -1 | -1
CCN(CC)CCNC(CC(=O)Nc1ccc(Cl)cc1Cl)C(=O)O (stereo not given) | 0 | -7[20 µM] | 0 | 0 | 0 | -13 | 20 | -5 | -1
COc1ccccc1NNC(=O)c1cc(C(C)(C)C)nn1Cc1ccccc1 | -4 | -18 | 4 | 3 | 8 | -3 | -12 | -6 | 1
Cc1ccc(S(=O)(=O)n2c(CN3CCCC(C)C3)nc3ccccc32)cc1 (stereo not given) | -2 | -6[20 µM] | 4 | 2 | 0 | -14 | 4 | -2 | 3
CC(=O)/C(=C\N(C)C)Sc1ccc(Cl)cc1 | -3 | -22 | -8 | -6 | 8 | -13 | 6 | 7 | 3
CN(C)CCNC(=O)NC(=O)c1ccc(Cl)cc1 | 6 | -21 | 1 | 2 | 4 | 10 | -13 | -3 | 1
Cc1oc(-c2ccccc2)[n+]([O-])c1C | nt | -17 | -5 | 0 | -1 | nt | nt | -5 | 1

Ten neighbouring compounds out of the list so far, quoted:
SMILES | NCF1 inh | Furin inhibitor | Tb hexokinase | Runt-SMMHC FRET | p97 inhibitor | EBV gp42 block | Calpain2 inh | RBBP9 inhibitor | Runt-CBFb FRET
COc1ccccc1C(=O)OCCCN=C1NS(=O)(=O)c2ccccc21 | 2 | -15 | -1 | -1 | -1 | 5 | -11 | -3 | 0
CC(C)c1ccc(NC(=O)c2ccc(Br)o2)cc1 | 2 | -15[20 µM] | 6 | 1 | -2 | 0 | 27 | 1 | -5
Cc1cccc(C(=O)NNC(=O)c2ccc(F)cc2)c1 | 1 | -13 | -2 | 0 | -2 | 1 | 24 | -12 | 2
CC(=O)NCCNC(=O)c1ccc(CSc2ccc(Cl)cc2)cc1 | -3 | -22 | -2 | -1 | 4 | -14 | 2 | -2 | 2
CCCn1c(SCC(=O)NCc2ccc(OC)cc2)n[nH]c1=O | 0 | -20 | 5 | 0 | -3 | -11 | 29 | -6 | 0
CCOC(=O)Cc1csc(N/C(=N/S(=O)(=O)c2ccc(Cl)cc2)c2ccccc2)n1 | -7 | -20 | 7 | -2 | -3 | 18 | -16 | -5 | -4
CC(C(=O)O)c1ccc(N2Cc3ccccc3C2=O)cc1 (stereo not given) | -4 | -18 | -1 | 2 | 1 | 0 | -10 | -1 | -1
CCN(CC)CCNC(CC(=O)Nc1ccc(Cl)cc1Cl)C(=O)O (stereo not given) | 0 | -7[20 µM] | 0 | 0 | 0 | -13 | 20 | -5 | -1
COc1ccccc1NNC(=O)c1cc(C(C)(C)C)nn1Cc1ccccc1 | -4 | -18 | 4 | 3 | 8 | -3 | -12 | -6 | 1
Cc1ccc(S(=O)(=O)n2c(CN3CCCC(C)C3)nc3ccccc32)cc1 (stereo not given) | -2 | -6[20 µM] | 4 | 2 | 0 | -14 | 4 | -2 | 3

Carrying on:
SMILES | NCF1 inh | Furin inhibitor | Tb hexokinase | Runt-SMMHC FRET | p97 inhibitor | EBV gp42 block | Calpain2 inh | RBBP9 inhibitor | Runt-CBFb FRET
Cc1csc2nc(CSc3ccc(Cl)cc3)cn12 | -6 | -35[20 µM] | 1 | 6 | 3 | -4 | 19 | -4 | 6
Cc1c(S(=O)(=O)Nc2cccc(Cl)c2)c(=O)n(C)c(=O)n1C | -6 | -22 | 1 | 1 | 3 | -5 | 15 | -9 | 2
COC(=O)CS(=O)(=O)c1ccsc1C(=O)Nc1ccc(F)c(F)c1 | -1 | -7 | 2 | 1 | 5 | -2 | -10 | -31 | 2
Cn1c(-c2ccccc2)c(/C=N/NC(=O)c2cccnc2)c2ccccc21 | -10 | -24 | -29 | 1 | 3 | 14 | -86 | -8 | -2
CCN(CC)CCCN1C=C2C(=O)C(C)(OC(=O)CCc3ccccc3)C(=O)C=C2C=C1c1ccc(C#N)cc1 (stereo not given) | -15 | 6 | -14 | 51* | nt | 14 | -229 | nt | 36
CCOC(=O)c1c(C)c(C(=O)NCc2ccccn2)c(C)n1CC | 1 | -9 | 2 | -13 | -1 | 8 | -26 | -3 | -1
O=C(NC1=C(NC2CCS(=O)(=O)C2)C(=O)c2ccccc2C1=O)c1ccccc1 (stereo not given) | 10 | -11 | -2 | -3 | 2 | 5 | -51 | -2 | -1
C[C@@H]1CN(C(=O)c2nc3ccc(Cl)cn3c2CN[C@H]2CCCCNC2=O)C[C@H](C)O1 | -3 | -14 | -1 | -6 | 3 | -14 | 23 | -5 | -1
Cc1nnc(SCC(=O)Nc2ccc(-c3nc4ccccc4s3)cc2)s1 | -5 | -20 | -2 | -1 | 5 | -16 | -26 | -5 | 3
COc1ccc2nc(NC(=S)NC(=O)c3ccco3)sc2c1 | 0 | -3 | -3 | -5 | -2 | 5 | 11 | 1 | 2
O=C(O)C1C2C=CC(C2)C1C(=O)NCc1cccs1 (stereo not given) | -10 | -12 | 13 | -1 | -4 | 8 | 10 | -6 | 2
CCOC(=O)c1ccc2nc(Nc3nc4ccc(F)cc4s3)sc2c1 | -2 | -28 | 4 | 32 | 6 | -18 | -282 | 1 | 5
CCOc1ccc(NC(=O)c2ccc(-n3cccn3)nc2)cc1 | -12 | -25 | -9 | 4 | 9 | -8 | -62 | 0 | 1
O=C(CSc1nc2ncc(Br)cc2[nH]1)c1cccc([N+](=O)[O-])c1 | -24 | -18 | -4 | -2 | 0 | 0 | -5 | -4 | 4
CCOC(=O)c1c(NC(=O)C(C)S(=O)(=O)c2cn(CC)c3ccccc23)sc2c1CCCC2 (stereo not given) | -16 | -16 | -11 | 4 | 1 | -5 | -11 | -3 | -2
CC(CN1CCOCC1)OC(=O)Cc1ccc(Cl)cc1 (stereo not given) | nt | -39 | -5 | 2 | 1 | -5 | 1 | 0 | 2
O=[N+]([O-])/C(C(Cl)=C(Cl)Cl)=C(\Nc1ccc(F)cc1)n1cncn1 | -9 | -18[20 µM] | -16 | -4 | 0 | -23 | -2 | -3 | 3
CCCN1Cc2cccc(C(=O)Nc3ccc(C)cc3)c2C1=O | -11 | -19[20 µM] | -4 | -3 | 3 | -9 | -15 | 2 | -5
O=C(COc1ccccc1)Nc1ccc2c(c1)nc1n2CCSC1 | -8 | -26 | -9 | 4 | 2 | -19 | -51 | -6 | -2
CCOC(=O)c1ccc(Nc2c(CC)c(C)nc3ncnn23)cc1 | -6 | -16[20 µM] | -30 | 2 | -1 | -23 | -1 | -8 | 0
CCc1nn(CC(=O)NCCCN(CC)Cc2ccccc2)c(=O)c2cc3sccc3n12 | 1 | -14 | 2 | -1 | 5 | -6 | 3 | -10 | 1
COC(=O)CN1C(=O)N/C(=C/c2cc3c(cc2OC)OCO3)C1=O | -9 | 0 | -6 | -11 | 0 | -2 | 21 | 1 | 0
O=C(O)c1cccnc1SC1CC(=O)N(c2ccccc2)C1=O (stereo not given) | 1 | -6 | -9 | 1 | -3 | -10 | -8 | -14 | 1
CCc1c(C)sc(NC(=O)c2cc(C3CC3)on2)c1C#N | -7 | -17 | -2 | -1 | nt | -16 | 22 | nt | 3
Cn1ccnc1C(=O)c1cccc([N+](=O)[O-])c1 | 1 | -9 | -4 | 3 | 4 | -17 | -5 | -10 | 1
Cc1ccc(S(=O)(=O)c2c(C)cc(C)nc2Cl)c(C)c1 | -4 | 9[20 µM] | -2 | 0 | -7 | -17 | 9 | 0 | 1
CN(C)C(/C=C/Nc1ccc(F)cc1F)=C(C#N)C#N | -5 | -17[20 µM] | -22 | 1 | 2 | -14 | 0 | -5 | 1
O=C(CN1CCN(c2ccccc2)CC1)N1CCN(c2ccccc2)CC1 | -9 | -14 | 0 | 3 | 4 | -9 | -8 | 5 | -2
CC(Oc1ccc(Cl)cc1Cl)c1nc(-c2ccc(NC(=O)c3ccncc3)cc2)no1 (stereo not given) | -16 | -5[20 µM] | -3 | -9 | -4 | -10 | -48 | -5 | -5
CCOc1ccc(CN2CCN(Cc3[nH]c4ccccc4c3C)CC2CCO)cc1 (stereo not given) | 0 | 3 | 4 | nt | -1 | 0 | -27 | 2 | nt
Cc1ccc(NC(=O)Cn2cc(S(=O)(=O)c3ccc(F)cc3)c(=O)c3cc(F)ccc32)cc1 | -14 | -16 | -19 | -7 | 9 | -18 | -7 | 0 | -1
CCOc1ccc(CCN2C(=O)c3cccnc3C2=O)cc1OCC | -7 | -23 | -5 | 1 | 0 | 4 | -19 | 4 | 2
S=c1[nH]cc(-c2ccc(Cl)cc2)n1-c1ccccc1 | -11 | -23 | 0 | 29 | 4 | -13 | 4 | 4 | 10
CCCS(=O)(=O)c1nc(S(=O)(=O)c2ccc(C)cc2)c(N2CCc3ccccc3C2)s1 | -42 | -14 | 3 | -4 | 8 | -26 | 7 | -6 | 1
NC(=O)c1ccccc1NC(=O)/C=C/c1cccc(Cl)c1 | -8 | -14 | -9 | -1 | 2 | -15 | 7 | -2 | -2
COc1ccc(C(=O)Nc2ccc(N3CCN(C(C)=O)CC3)cc2)cc1[N+](=O)[O-] | 4 | -3 | -7 | -2 | 1 | 9 | -25 | 1 | 0
Cc1occc1-c1nnc(SCC(=O)Nc2ccccc2)n1CCc1ccccc1 | -7 | -17[20 µM] | 7 | -2 | 1 | -8 | 17 | -1 | -1
